Compound activity as filed in PubChem.
E-sel TNF inh: blocks E-selectin expression induced by TNF alpha | 120,000 compounds, 0.71% hits | inhibition, % at 2 µM | AID 1246 | HUVEC TNFa-induced E-selectin immunofluorescence, high content;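 active means inhibition above the batch mean plus 3 SD, and confirmed as a hit on visual image review, cut at about 43% in these data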;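 further: 0% = TNF-stimulated DMSO wells and 100% = unstimulated control wells; not every result past the cut was called active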
* hit, by the source's call.

SMILES	E-sel TNF inh
COC(=O)c1ccc(NC(=O)Cn2nc(C)cc2C)cc1	-6
Cc1ccc(NC(=O)CSc2ncc3ccccn23)cc1	-30
O=C(O)CSc1c2c(nc3cc(C(=O)N4CCCC4)ccc13)CCCC2	25
O=C(CN1CCCCCC1)NCCN1C(=O)S/C(=C\c2ccccc2Cl)C1=O	-24
O=C(COc1ccc(Cl)cc1)NCc1cn2cc(Cl)ccc2n1	1
CC(C)C(C)NC(=O)COc1ccc(OCc2ccccc2)cc1 (stereo not given)	-24
O=C(NCc1ccccc1)NC(O)C(Cl)(Cl)Cl (stereo not given)	-16
COc1ccc(NC(=O)CSc2n[nH]c(C(C)C)n2)c([N+](=O)[O-])c1	-10
CCN(C(=O)COC(=O)c1cccc(NS(=O)(=O)c2ccc(F)c(F)c2)c1)C1CCS(=O)(=O)C1 (stereo not given)	-6
CN(C)S(=O)(=O)c1ccc(C(=O)NC2CCCc3ccccc32)cc1 (stereo not given)	-14
COc1ccc(CC2SC(=Nc3ccc(F)cc3)NC2=O)cc1 (stereo not given)	-1
O=C(COC(=O)c1ccc(Cl)nc1)NCc1ccco1	-3
CCn1cc(C(=O)OCC(=O)Nc2c(C)cccc2C)c(=O)c2ccc(C)nc21	-13
O=[N+]([O-])c1ccc(S(=O)(=O)N2CCN=C2SCc2cccnc2)cc1	11
CC(CCc1ccccc1)NC(=O)CNC(=O)COc1ccccc1 (stereo not given)	-10
Cc1cccc(C)c1NC(=O)Nc1ccc2c(c1)OCO2	-34
Cc1ccc(NC(=O)CSc2nnc(-c3ccncc3)n2C)cc1S(=O)(=O)N1CCOCC1	-5
Cc1cc(Nc2cccc(O)c2)c2ccccc2n1	13
CC(C)(C)n1nc2c(c1NC(=O)c1ccccc1)CS(=O)(=O)C2	3
CC(=O)c1cccc(NC(=O)COC(=O)c2cccs2)c1	-48
Cc1cc(NC(=O)CSc2nnc(-c3ccccc3)n2C)no1	-10
COc1ccc(C(=O)c2ncc(C(F)(F)F)cc2Cl)cc1	33
C=CCNC(=O)COC(=O)COc1ccc(Cl)cc1	-10
CCOC(=O)N/N=C\c1ccc(OC(=O)c2ccc3c(c2)OCO3)cc1	8

Brought forward from above: 3 entries; new compounds follow.
SMILES	E-sel TNF inh
COc1ccc(C(=O)c2ncc(C(F)(F)F)cc2Cl)cc1	33
C=CCNC(=O)COC(=O)COc1ccc(Cl)cc1	-10
CCOC(=O)N/N=C\c1ccc(OC(=O)c2ccc3c(c2)OCO3)cc1	8
O=C(Nc1nccs1)c1ccc(-c2ccc([N+](=O)[O-])cc2)o1	-54
CCn1nnc2c(=O)oc3ccccc3c21	-10
Cc1ccc(NC(=O)CN(C)C(=O)/C=C/c2cccc(F)c2)cc1	-17
Cc1ccccc1SCC(=O)Nc1ccc(N2CCOCC2)cc1	42
COc1cccc(OC)c1C(=O)NNC(=O)c1ccccc1-n1cccc1	-31
c1ccc(CSc2ccc(-c3ccccn3)nn2)nc1	-32
CNC(=O)COC(=O)c1ccc(NS(=O)(=O)c2ccc3c(c2)OCCO3)cc1	2
O=C(NCCc1cccs1)c1ccc(Cl)c(Cl)c1	1
FC(F)(F)c1cccc(N2CCN(C(=S)NCC3CCCO3)CC2)c1 (stereo not given)	-4
COc1cc(C(=O)Nc2ccc(C(=O)O)cc2)ccc1OC(C)=O	-15
Cc1cc(C(=O)COc2cccnc2[N+](=O)[O-])c(C)n1Cc1ccco1	-3
O=C(N=C1SCC(=O)N1c1ccccc1Cl)c1ccccc1	1
CC(=O)Nc1ccccc1NC(=O)C/C(C)=N/NC(=O)c1ccncc1	-25
O=C(COC(=O)c1ccc(S(=O)(=O)N2CCCC2)cc1)Nc1ccc(N2CCOCC2)cc1	-10
Nc1ccc(Nc2nc(-c3cccs3)cs2)cc1	9
O=c1[nH]c2ccccc2c(O)c1Cc1ccccc1	-6
COc1cc(C(C)=O)ccc1OCC(O)CN(CCO)Cc1ccccc1 (stereo not given)	-14
O=C(CSc1ccccc1)NCCCc1ccccc1	-72
S=C(c1ccc(-c2ccc(Br)cc2)o1)N1CCCCC1	-14
Cc1cc([N+](=O)[O-])ccc1NC(=O)C[n+]1ccc(N(C)C)cc1	-1
Cc1oc(-c2cc(F)ccc2F)nc1CN1CCN(c2cnccn2)CC1	-50
O=C(NN1C(=O)/C(=C/C=C/c2ccccc2)SC1=S)c1ccncc1	14
COc1ccc2nc(Nc3ccccc3OC)sc2c1	11
CC(C)(O)C#Cc1ccc(C(=O)N2CCN(c3ccc(F)cc3)CC2)cc1	2
Cc1ccc(-c2nc(CN(C)C(C3CC3)C3CC3)c(C)o2)cc1	-6
COc1ccc(N(C)S(=O)(=O)c2cccc(C(=O)NC3CCC(C)CC3)c2)cc1 (stereo not given)	-5
O=C(Cn1cc[n+](Cc2ccccc2)c1)c1ccc([N+](=O)[O-])cc1	13
Cc1c(Nc2ccc3nonc3c2[N+](=O)[O-])c(=O)n(-c2ccccc2)n1C	0
O=C(O)c1ccccc1CSC1=NCCS1	43
Cn1c(=NC(=O)c2cccc([N+](=O)[O-])c2)sc2ccccc21	-18
COc1cc2c(cc1OC)CC(=O)NC=C2	30
COc1cccc(C(=O)Nc2ccccc2F)c1	4
Cc1cccc(NC(=O)COc2cccc3c2CCN(C)C3=O)c1C	-10
c1coc(-c2cc(C3CCNCC3)[nH]n2)c1	-21
O=C(O)CSc1nnc(Nc2ccccc2)n1-c1ccccc1	-18
Cc1cccc(NC(=O)c2nnn(-c3cccc(C(F)(F)F)c3)c2N)c1	-1
Cc1c(NC(=O)/C(=C/c2cccs2)NC(=O)c2ccccc2)c(=O)n(-c2ccccc2)n1C	18
CN1C(=O)Cc2cc(S(=O)(=O)NCc3cccs3)ccc21	-3
O=C(COC(=O)c1ccc(Cl)nc1)Nc1ccc2c(c1)OCO2	10
CCOC(=O)C1CCN(C(=O)Cn2cc(C(=O)OC)c3ccccc32)CC1	-23
FC(F)(F)c1cnc(-c2cnc(-c3cccnc3)nc2)c(Cl)c1	-14
O=C(Cc1ncc(C(F)(F)F)cc1Cl)NC1CC1	-20
CN(C)CCCNC(=O)/C=C/c1ccc(OCc2c(F)cccc2Cl)cc1	-10
O=C(Cc1csc(Nc2nc(=S)[nH]c3ccccc23)n1)NCCCN1CCN(c2ccccc2F)CC1	-17
CNC(=S)Nc1ccc([N+](=O)[O-])cc1	4
O=C(Nn1c(C2CCC2)nc2ccccc2c1=O)c1cccs1	16
CSCCC(NS(=O)(=O)c1cc(C(=O)O)ccc1Cl)C(=O)O (stereo not given)	13
Cc1nn(C)c(C)c1/C=C/C(=O)O	17
O=C(COC(=O)/C=C/c1ccc([N+](=O)[O-])cc1)NCC1CCCO1 (stereo not given)	6
COc1ccc(Cl)cc1NC(=O)C(OC)c1ccccc1 (stereo not given)	-31
CCCN1C(=O)/C(=C\C=C2/Sc3ccccc3N2CCO)SC1=S	-12
O=C(CN(c1ccccc1)S(=O)(=O)c1ccc(F)cc1)NC1CCS(=O)(=O)C1 (stereo not given)	13
O=S(=O)(Cc1ccccc1)N1CCCc2ccccc21	-5
O=C(/C=C/c1cccc([N+](=O)[O-])c1)n1cnc2ccccc21	99*
COCCn1c(C)cc(C(=O)COC(=O)/C=C/c2cccc(OC)c2)c1C	15
CCOC(=O)N1CCC(=NNC(N)=O)CC1	-35
CCn1cc(C(=O)OC)c(=O)c2ccc(C)nc21	-16
O=C(COC(=O)c1cccs1)Nc1ccccc1C(F)(F)F	21
CCCCNC(=O)Cn1cnc2sc(C)c(S(=O)(=O)N3CCN(c4ncccn4)CC3)c2c1=O	4
CN(C)CCCN(C(=O)CCc1ccccc1)c1nc2ccc(Br)cc2s1	-17
(cont.)
SMILES	E-sel TNF inh
CCC(C)Sc1nnc(CSc2nc(C)cc(C)n2)n1C (stereo not given)	26
Cc1cc(NC(=O)CCC(=O)N(CC(=O)NC2CCCC2)Cc2ccc3c(c2)OCO3)no1	-8
CCc1nc2ccc(C(=O)Nc3ccc4c(c3)OCO4)cc2nc1CC	-7
CC(c1ccon1)N(C)C(=O)c1ccc(OC2CCN(C(=O)C3CC3)CC2)cc1 (stereo not given)	3
O=C(Cc1ccccc1)c1c[nH]c(C(=O)NC2CCCC2)c1	-26
COc1cc(CCC(=O)N2CCN(c3ncccn3)CC2)cc(OC)c1OC	-30
O=C(Nc1ccccc1C(=O)Nc1cccnc1)c1ccccc1	4
OCCC1CN(Cc2cccc3nccnc23)CCN1Cc1ccc(F)c(F)c1 (stereo not given)	3
CCOC(=O)N/N=C\c1ccc(OC(=O)c2ccco2)cc1	6
CCCC(=O)Nc1nc(CC(=O)OCC)cs1	0
O=C(CSc1nnc(CNC(=O)c2ccco2)o1)Nc1ccccc1	-32
O=C(N/N=C/c1ccc(Cl)c([N+](=O)[O-])c1)C1CC1	-39
N#Cc1ccc(C(=O)Nc2nnc(-c3ccco3)o2)cc1	8
CCn1cc(C(=O)OCC(=O)Nc2ccc(C(C)C)cc2)c(=O)c2ccc(C)nc21	-55
COc1ccc(Cl)cc1NC(=O)CNc1ccccc1CN(C)C1CCCCC1	4
CN=c1scc(-c2ccccc2F)n1/N=C/c1ccc[nH]1	-98
Cc1nc(N2CCOCC2)sc1C(=O)NN	-40
O=C(Nc1ccc2c(c1)OCCO2)C1CCN(C(=O)c2ccc([N+](=O)[O-])cc2)CC1	11
Cc1nnc(N/N=C/c2ccc([N+](=O)[O-])cc2)n1N	-26
CC(=O)N1CCN(S(=O)(=O)c2c(F)cc(F)c(Cl)c2F)CC1	-27
COc1ccc(/C=C/C(=O)OCCNC(=O)c2ccncc2)cc1OC	-8
COCCNC(=S)Nc1ccc(S(=O)(=O)Nc2cnc3ccccc3n2)cc1	-9
CCCSc1nsc(NC(=O)CCC)n1	25
O=C(Nc1ccc(F)cc1)C1CC(=O)n2cnnc2N1 (stereo not given)	-9

Sorted by value in E-sel TNF inh (largest number first): some entries from above
Molecule	E-sel TNF inh
CCCSc1nsc(NC(=O)CCC)n1	25
O=C(Nc1ccc2c(c1)OCCO2)C1CCN(C(=O)c2ccc([N+](=O)[O-])cc2)CC1	11
N#Cc1ccc(C(=O)Nc2nnc(-c3ccco3)o2)cc1	8
COc1ccc(Cl)cc1NC(=O)CNc1ccccc1CN(C)C1CCCCC1	4
COc1ccc(/C=C/C(=O)OCCNC(=O)c2ccncc2)cc1OC	-8
COCCNC(=S)Nc1ccc(S(=O)(=O)Nc2cnc3ccccc3n2)cc1	-9
Cc1nnc(N/N=C/c2ccc([N+](=O)[O-])cc2)n1N	-26
CC(=O)N1CCN(S(=O)(=O)c2c(F)cc(F)c(Cl)c2F)CC1	-27
Cc1nc(N2CCOCC2)sc1C(=O)NN	-40
CCn1cc(C(=O)OCC(=O)Nc2ccc(C(C)C)cc2)c(=O)c2ccc(C)nc21	-55
CN=c1scc(-c2ccccc2F)n1/N=C/c1ccc[nH]1	-98

Later entries.
SMILES	E-sel TNF inh
CSc1cccc(NC(=S)N(CCCN2CCCC2)Cc2cccn2Cc2ccc(Cl)cc2)c1	-16
CS(=O)(=O)N1CCN(c2cnn(-c3ccccc3)c(=O)c2Cl)CC1	4
COc1ccc(Cn2nnnc2CN2CCC(O)(c3ccc(F)cc3)CC2)cc1	-12
COc1ccc(N(CC(=O)NC2CCCCC2)C(=O)CNC(=O)c2ccco2)cc1	-31
O=C(/C=C/c1cccc([N+](=O)[O-])c1)Nc1ccc(Cl)cn1	10
CCN1/C(=C/c2ccc3cc(C)cc(C)c3[n+]2CC)Sc2cc(C)ccc21	-33
CN1CCc2c(n(CC(O)CN3CCN(CCO)CC3)c3ccccc23)C1=O (stereo not given)	-16
CCOc1ccc(C2C(C(=O)O)CCC(=O)N2C2CCCCC2)cc1 (stereo not given)	-4
CCOc1ccc(NC(=O)CCC(=O)NNC(=O)c2ccco2)cc1	-47
O=C(CCc1nnc(Cc2c[nH]c3ccccc23)o1)NC1CCCC1	-12
CC(=O)Nc1ccc(N=Cc2c(O)c(C(=O)Nc3ccccc3)cc3ccccc23)cc1	-47
CC(C)(C)NC(=O)CSc1nnc(C2CC2)n1-c1ccccc1	-33
CCCCCn1c(=O)c(-c2nc3ccccc3[nH]2)c(O)c2ccccc21	-15
COc1ccccc1NC(=O)CCCn1c(=S)[nH]c2ccccc2c1=O	-14
O=c1cc(CN2CCN(c3ccccc3)CC2)nc2scc(-c3ccccc3)n12	17
COc1ccc(OC)c(NC(=O)c2ccc(CSc3nnc(C)s3)cc2)c1	12
COc1ccc(/C=C/C(=O)NC(=S)NCC2CCCO2)cc1 (stereo not given)	-13
Cc1cc(C)cc(Nc2nc3ccccc3c(=O)[nH]2)c1	-4
O=C(NCC1CCN(C(=O)c2ccc([N+](=O)[O-])cc2)CC1)C(=O)Nc1ccccc1	-5
COc1ccc(C2C(C(=O)c3ccco3)=C(O)C(=O)N2c2nnc(C)s2)cc1 (stereo not given)	-7
CC1N(C)c2cc(NC(=O)c3ccco3)c(P(=O)(Nc3ccc([N+](=O)[O-])cc3)N3CCOCC3)cc2C1(C)C (stereo not given)	-2
O=C(Nc1ccccc1N1CCOCC1)c1cccc(F)c1	-16
CC(C)N(C(=O)NC(=O)Nc1ccc(S(=O)(=O)N2CCCC2)cc1)S(C)(=O)=O	-23
Clc1ccc(-c2cnc3n2CCCCC3)cc1	-19
COc1cc(NC(=S)Nc2ccccn2)cc(OC)c1OC	25
COc1cccc(C(=O)NNC(=O)c2sccc2-n2cccc2)c1	-52
CC/C(Cc1ccccc1)=N/NC(=O)CCn1nnc2ccccc21	0
O=C(N/N=C/c1ccc(-c2ccc(Br)cc2)o1)c1ccc2c(c1)OCO2	-50
CC1CN(c2ncnc3c2c(-c2ccccc2)cn3-c2ccc(F)cc2)CC(C)O1 (stereo not given)	-24
O=C(N/N=C\c1cccnc1)C1c2ccccc2Oc2ccccc21	6
Cc1ccc(C(=O)NC(=S)Nc2nc(-c3cccc([N+](=O)[O-])c3)cs2)c(Cl)c1	17
Cc1cccc(OC(=O)CCN2C(=O)C3C4C=CC(C5CC45)C3C2=O)c1C (stereo not given)	13
CCSc1nnc(NC(=O)[C@@H](NC(=O)c2ccccc2F)C(C)C)s1	22

An excerpt. The share of hits here may be higher or lower than overall.
